DNMT1 inh = inhibitors of human DNMT1 | inhibition (reported as % activation of signal), % at 10 µM | DNMT1 molecular beacon, Hinp1I cleavage, fluorescence | actives 0.83% (n = 360,000); in the data active = inhibition above about 50%
Target sequence (P26358 504-1616 limits assumed): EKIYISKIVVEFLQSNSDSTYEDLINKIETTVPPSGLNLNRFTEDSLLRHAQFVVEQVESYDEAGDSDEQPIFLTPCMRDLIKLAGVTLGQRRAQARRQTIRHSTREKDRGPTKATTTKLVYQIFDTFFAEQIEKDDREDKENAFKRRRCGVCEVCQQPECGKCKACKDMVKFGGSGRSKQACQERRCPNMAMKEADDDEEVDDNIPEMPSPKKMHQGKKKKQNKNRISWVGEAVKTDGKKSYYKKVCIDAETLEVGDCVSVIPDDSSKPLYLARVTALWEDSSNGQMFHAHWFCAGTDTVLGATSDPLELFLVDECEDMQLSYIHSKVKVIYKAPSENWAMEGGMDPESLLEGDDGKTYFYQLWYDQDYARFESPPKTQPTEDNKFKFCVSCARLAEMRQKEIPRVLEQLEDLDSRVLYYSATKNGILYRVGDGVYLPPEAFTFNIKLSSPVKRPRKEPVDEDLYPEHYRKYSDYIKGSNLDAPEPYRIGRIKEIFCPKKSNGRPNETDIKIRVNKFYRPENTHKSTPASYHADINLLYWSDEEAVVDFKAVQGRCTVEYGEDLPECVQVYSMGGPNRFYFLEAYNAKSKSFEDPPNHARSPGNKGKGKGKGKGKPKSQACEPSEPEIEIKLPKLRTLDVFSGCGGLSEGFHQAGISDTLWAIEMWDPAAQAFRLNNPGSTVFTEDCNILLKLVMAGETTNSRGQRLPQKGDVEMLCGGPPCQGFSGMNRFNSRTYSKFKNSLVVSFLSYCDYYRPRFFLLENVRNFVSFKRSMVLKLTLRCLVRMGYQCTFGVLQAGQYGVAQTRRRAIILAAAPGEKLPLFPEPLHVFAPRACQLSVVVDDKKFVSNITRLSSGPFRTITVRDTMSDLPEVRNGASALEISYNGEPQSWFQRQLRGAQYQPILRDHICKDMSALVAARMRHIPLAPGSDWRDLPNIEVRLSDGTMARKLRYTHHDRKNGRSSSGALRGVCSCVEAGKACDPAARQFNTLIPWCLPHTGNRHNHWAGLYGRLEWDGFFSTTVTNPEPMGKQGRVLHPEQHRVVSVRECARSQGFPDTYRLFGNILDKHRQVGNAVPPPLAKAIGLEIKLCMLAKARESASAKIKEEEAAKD
CendR NRP1 mod = modulators of CendR peptide binding to human neuropilin-1 | inhibition, % at 25 µM | O14786 | FAM-RPARPAR peptide binding to NRP-1, fluorescence polarization | actives 0.85% (n = 360,000);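 active = inhibition or corrected inhibition above about 18%, plus a signal ratio from 0.5 to 1.5, limit read from the data, passing the limit was not always enough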; also: strong numbers were not always called active
Rpn11 block = Rpn11 (human) deubiquitinase inhibition; O00487; human 26S proteasome, Ub4-pepOG fluorescence polarization; 20S core pre-blocked with epoxomicin; calls only at 20 µM; actives 0.59% (n = 360,000); AID 588493;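 active = inhibition at 20 µM, scaled to each plate's controls, above about 33%, limit read from the data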
Scp1 inh = Scp-1 (human) phosphatase inhibition; Q9GZU7; Recombinant Scp1, phosphopeptide, malachite green phosphate absorbance; inhibition, % at 20 µM; actives 0.88% (n = 340,000);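 active = inhibition above about 50% at 20 µM, limit read from the data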;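 also: plate controls were DMSO wells with enzyme for no effect and wells lacking enzyme for full effect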
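Assay system: SCP-1 catalytic fragment, aa 76-261 | Buffer or medium: Tris acetate buffer pH 5.5 with MgCl2 and Tween-20 | Compound: One concentration, 20 µM, with 1.0% DMSO | Also added: Phospho 17-mer peptide substrate | Signal: Absorbance at 630 nm | Incubation: 45 min enzyme reaction at room temperature | Measure: % inhibition of SCP-1 phosphate liberation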
LMPTP inh = blocks human LMPTP phosphatase; recombinant LMPTP-A, OMFP fluorogenic substrate, fluorescence intensity; inhibition, % at 20 µM; actives 0.22% (n = 360,000); AID 651560;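 active = compounds that cut the enzyme signal by at least half of the control window in the single-dose screen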;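 also: plate controls were DMSO wells with enzyme plus substrate for no effect and substrate without enzyme for full effect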
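Material: LMPTP-A; amount: 0.625 nM enzyme; doses: single 20 µM dose; times: reaction 50 min, room temperature, dark; technique: fluorescence intensity of OMFP turnover product; benchmarks: no-enzyme and uninhibited controls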
MT1-MMP act inh = MT1-MMP (human) activation inhibition; GFP/RFP ratio change, % at 20 µM; AID 651647; actives 0.061% (n = 360,000); HT1080 RFP-PRO-GFP cells, GFP/RFP ratio fluorescence, overnight; percent of plate control window, DMSO zero;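 active = GFP/RFP ratio change of at least 30% with cell ATP level not reduced by more than half and red fluorescence within 50% of control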; also: strong numbers were not always called active
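system = RFP-PRO-GFP reporter HT1080 cells | dosing = 20 µM single dose, 1% DMSO | timing = overnight cell settling, then overnight compound exposure, 37 °C, 5% CO2 | read-out basis = GFP/RFP fluorescence ratio | controls = DMSO and RFP-L50D-GFP cell wells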
SKN-1 inh = blocks SKN-1 activity in C. elegans | C. elegans VP596 Pgst-4::GFP/RFP ratio, acrylamide-induced, 24 h | actives 0.49% (n = 360,000) | inhibition, % at 21.8 µM;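 active = interference check ratio from 0.5 to 1.5 plus GFP to RFP signal ratio inhibition reaching or exceeding a fixed threshold, cut at about 30% in these data, passing the limit was not always enough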; also: some compounds called inactive have numbers as strong as hits
NadD inh = inhibitors of Staphylococcus aureus NadD; inhibition, % at 20 µM; purified NadD enzyme, colorimetric absorbance read-out; actives 0.78% (n = 360,000); in the data active = inhibition above about 26%; also: some compounds past the cut are filed as inactive
SUMO1 PPI mod = SUMO1-SIM interaction modulation. P63165. SUMO1 binding to a labelled peptide, TR-FRET, 1 h. inhibition, % at 20 µM. actives 0.33% (n = 360,000). AID 602429; in the data active = inhibition above about 37%
STEP inh = blocks human striatal-enriched tyrosine phosphatase; actives 0.25% (n = 360,000); recombinant STEP, OMFP fluorogenic substrate, fluorescence; inhibition, % at 20 µM;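 active = inhibition at 20 µM, scaled per plate between control wells, above about 37%, limit read from the data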;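 also: 0% = DMSO with enzyme and substrate and 100% = substrate only without enzyme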
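Test system: STEP tyrosine phosphatase / Reagent: OMFP at 25 µM / Doses: 20 µM, 1% DMSO / Read-out: percent inhibition scaled to no-enzyme and uninhibited-enzyme controls, plate-pattern corrected / Detection: FITC-channel fluorescence of OMFP product / Medium: Bis-Tris buffer pH 6.0, 2.5 mM DTT, 0.005% Tween 20 / Schedule: 20 min at room temperature, dark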
An asterisk follows results filed as active; i = inactive; x = no result given.

DNMT1 inh,CendR NRP1 mod,Rpn11 block,Scp1 inh,LMPTP inh,MT1-MMP act inh,SKN-1 inh,NadD inh,SUMO1 PPI mod,STEP inh,SMILES
-2,10,i,-15,-1.9,7,10,3,-2,5,Cc1nnc(SCC(=O)N(C(C)C)C(C)C)nc1C
-7,-3,i,1,0.0,-22,22,-1,-4,-8,CCC1c2ccc(C)n2CCN1C(=O)Nc1cc(Cl)ccc1OC (stereo not given)
-1,-8,i,-4,-0.7,7,17,-2,2,3,CCCn1nnnc1SCC(=O)NCc1ccc2c(c1)OCO2
-12,-27,i,-1,-0.6,0,8,17,-48,-1,CCc1cc(C(=O)Nc2cc(S(=O)(=O)N(CC)CC)ccc2N2CCN(C)CC2)sc1C
0,-3,i,-2,-0.5,-1,2,-1,2,-2,Cc1ccccc1CN1CCC(n2nccc2NC(=O)c2cccnc2)CC1
0,2,i,4,-1.7,-4,-12,-4,5,-3,CN(C)C(CNC(=O)CCc1c[nH]c2ccccc12)c1ccccc1 (stereo not given)
0,-3,i,-5,-1.3,-1,-2,-1,5,0,COc1ccc(CNC(=O)/C(C)=C\C(=O)O)cc1
-9,-1,i,-17,0.1,1,0,1,-3,0,Cc1nnc(NC(=O)CSc2cn(CCNC(=O)c3ccccc3)c3ccccc23)s1
-4,5,i,-1,-0.5,5,8,2,-24,-1,Cc1cccc(NC(=O)CNC(=O)c2ccc(-n3cncn3)c([N+](=O)[O-])c2)c1C
2,10,i,-6,-0.5,1,-30,-2,3,1,O=C(CS(=O)(=O)c1c[nH]c2ccccc12)NC1CCCCC1
10,-13,i,-3,1.9,1,-4,28,1,6,CCCCC(CC)C(=O)Nc1cc(C(=O)NCc2ccc(C)cc2)ccc1N1CCC2(CC1)CC(c1cccc(Br)c1)=NO2 (stereo not given)
0,-7,i,-8,1.2,-5,-1,-7,2,0,COc1ccc(N(CC(=O)Nc2cccc(N(C)S(C)(=O)=O)c2)S(=O)(=O)c2ccc(F)cc2)cc1
0,-2,i,0,-1.6,-7,14,-6,-2,0,CC(=O)NC1=NN(C(C)=O)C(C)(c2cccs2)S1 (stereo not given)
1,10,i,-11,-0.2,-2,12,19,4,0,CCc1ccc(N=CC23c4ccccc4C(c4ccccc42)C2C(=O)N(c4ccc(OC)cc4)C(=O)C23)cc1 (stereo not given)
22,3,i,-7,-0.4,-10,4,-11,-11,-4,CN(C)CCOCCOc1ccc(Cl)c2ccccc12
8,-15,i,-11,1.5,0,-9,10,5,2,Cc1ccc([C@H]2C(C(=O)O)=CC[C@@H](c3ccc(C)cc3)N2S(=O)(=O)c2ccccc2C)cc1
1,0,i,-7,0.1,-1,-4,-8,3,0,O=C(NCc1ccccc1)c1ccc(CS(=O)(=O)Cc2ccccc2F)o1
2,1,i,-1,6.4,-13,-7,7,-8,0,Cc1ccc(N(Cc2ccco2)C(=O)c2ccc(N3CCCCC3)c([N+](=O)[O-])c2)cc1
1,11,i,-4,-1.9,1,8,2,2,-1,COc1ccc(OC)c(S(=O)(=O)Nc2ccccc2C(=O)O)c1
0,-20,i,-4,0.6,-2,7,5,-1,-1,CC(C)(C)C(=O)NC1CCN(S(C)(=O)=O)CC1
0,4,i,-1,-1.1,2,8,-4,-4,-1,CCC(=O)Nc1nn(CC(C)C)c2nc3ccc(C)cc3cc12
0,-15,i,-10,-1.4,-2,7,4,1,-1,Cc1ccccc1N1CCN(C2CCCN(C(=O)CCC(=O)N(C)C)C2)CC1 (stereo not given)
-8,6,i,-7,0.2,5,5,0,-20,-1,O=C1/C(=C\c2ccccc2)SC(=S)N1CCC(=O)N1CCCCC1CCO (stereo not given)
29,-10,i,-7,-0.1,1,-5,-4,-2,0,Cc1cc(C)c(NC(=O)Cn2nc(-c3ccccc3)nc2-c2ccccc2)c(C)c1
0,8,i,x,-1.0,-12,-6,-5,-1,-3,CC1(Cc2cccc(F)c2)C(=O)Nc2ccc(S(=O)(=O)NC3CCCCC3)cc21 (stereo not given)
-3,-3,i,-6,-0.2,-3,9,1,1,-4,CCOP(=O)(OCC)c1nc(-c2cccc3ccccc23)oc1N1CCOCC1
2,-8,i,-12,1.9,2,-7,-4,-8,1,O=C(/C=C\c1ccccc1OC(=O)c1ccccc1F)c1cc2ccccc2o1
2,13,i,-5,0.7,5,5,-1,19,-1,CCOC(=O)C1CCCN(C(=O)c2ccc(Cl)c(S(=O)(=O)N3CCCCCC3)c2)C1 (stereo not given)
7,3,i,-14,-2.5,4,-6,3,1,3,FC(F)(F)c1cccc(Cn2cnc(NC(=S)NCCc3ccccc3)n2)c1
x,2,x,x,-1.3,8,-1,-2,0,x,O=S1(=O)CC(N2CCN(Cc3ccccc3F)CC2)CN1Cc1cn(Cc2cccc(Cl)c2)nn1 (stereo not given)
4,10,i,-5,-2.3,3,3,-3,4,-1,O=C(NCCc1ccccc1Cl)C1CCC(=O)N(CC2CCCCC2)C1 (stereo not given)
3,5,i,-7,-0.7,1,2,-3,7,0,Cc1nnn(C23C[C@@H]4C[C@@H](CC(C(=O)N5CCN(c6ccccc6)CC5)(C4)C2)C3)n1
1,8,i,-6,0.0,-3,-7,-3,-17,-5,O=C(N/C(=C/c1cccc([N+](=O)[O-])c1)C(=O)N1CCCCC1)c1ccco1
3,-4,i,8,-2.1,0,-7,-5,-1,-3,O=C1CN(C(=O)CNCc2ccc(Cl)cc2)c2ccccc2N1
1,-11,i,-10,2.4,10,10,2,-1,1,COc1ccccc1C/C(N)=N/OC(=O)COc1ccc2ccccc2c1
-8,10,i,-2,0.4,-18,8,-1,-18,0,O=C1Nc2ccc(S(=O)(=O)N3CCCC3)c3ccc(S(=O)(=O)N4CCCC4)c1c23

Reprinted from the part before: 5 compounds; new compounds follow.
DNMT1 inh,CendR NRP1 mod,Rpn11 block,Scp1 inh,LMPTP inh,MT1-MMP act inh,SKN-1 inh,NadD inh,SUMO1 PPI mod,STEP inh,SMILES
3,5,i,-7,-0.7,1,2,-3,7,0,Cc1nnn(C23C[C@@H]4C[C@@H](CC(C(=O)N5CCN(c6ccccc6)CC5)(C4)C2)C3)n1
1,8,i,-6,0.0,-3,-7,-3,-17,-5,O=C(N/C(=C/c1cccc([N+](=O)[O-])c1)C(=O)N1CCCCC1)c1ccco1
3,-4,i,8,-2.1,0,-7,-5,-1,-3,O=C1CN(C(=O)CNCc2ccc(Cl)cc2)c2ccccc2N1
1,-11,i,-10,2.4,10,10,2,-1,1,COc1ccccc1C/C(N)=N/OC(=O)COc1ccc2ccccc2c1
-8,10,i,-2,0.4,-18,8,-1,-18,0,O=C1Nc2ccc(S(=O)(=O)N3CCCC3)c3ccc(S(=O)(=O)N4CCCC4)c1c23
3,-3,i,-2,-1.3,2,-8,4,-8,0,CN(C(=O)CCCN1C(=O)c2ccccc2C1=O)C1CCCCC1
2,1,i,3,-1.2,4,-22,-8,1,-1,COC(=O)c1cccc(NC(=O)CCCOc2ccccc2)c1
-7,-17,i,0,2.4,0,4,6,-6,-2,CSC1=NCCN1C(=O)COc1ccc2ccccc2c1
2,4,i,-4,-2.5,0,-5,1,-1,-2,COCCNC(=O)CS(=O)(=O)Cc1nc(-c2ccc(C)cc2)oc1C
3,-3,i,-5,-0.9,2,-2,-6,-6,0,Cc1cc(OC(C)C(=O)NCc2ccccn2)c2c(C)c(C)c(=O)oc2c1 (stereo not given)
0,5,i,0,2.6,8,-2,-3,1,3,O=C(NNC(=S)NC(=O)c1cccnc1)c1ccc(F)cc1
-2,3,i,-9,2.0,-1,14,-2,2,0,COc1ccc(-c2nc(CS(=O)(=O)CC(=O)NC3CCCCC3C)c(C)o2)cc1 (stereo not given)
-12,-1,i,-5,0.2,8,7,8,2,3,Cc1c(Cl)cccc1Nc1nc(N)nc(CN2CCc3ccccc3C2)n1
0,2,i,x,9.8,0,11,-3,1,-2,O=C(Nc1cccc(F)c1)c1ccc(-c2cccnc2)c2ccoc12
2,-3,i,-13,0.3,14,-1,-8,-8,4,COc1ccc(-c2[nH]n(-c3ccc([N+](=O)[O-])cc3)c(=O)c2C=NCC2CCCO2)cc1 (stereo not given)
-3,0,i,x,-0.2,1,13,0,-1,-1,O=C(NCc1ccccc1)c1ccc(S(=O)(=O)N2CCCCCC2)cc1
2,10,i,-5,-0.2,0,5,5,1,-1,O=c1c2ccccc2ncn1-c1ccccc1F
0,18,i,4,0.3,-1,6,5,0,1,O=C(Nc1ccccc1)[C@@H]1CC=C[C@@H]2CCN(Cc3ccccc3)C(=O)[C@@H]21
-6,4,i,15,1.3,2,13,-6,-22,-2,CC1=NC(=O)C(N=Nc2cccc(O)c2)N1c1ccccc1 (stereo not given)
-1,20*,i,-5,-0.2,6,3,-2,-2,-2,COc1ccc(C(=O)Nc2c(F)c(F)c(F)c(F)c2F)c(OC)c1
1,-2,i,-6,0.1,-4,10,2,-2,12,CCCc1ccc(-c2csc(NC(=O)Cc3cccs3)n2)cc1
1,3,i,-11,3.2,6,3,5,-38,0,COc1cc(OC)c2c(-c3ccccc3)cc(=O)oc2c1C(CCN1CCCCC1)c1ccc(N(C)C)cc1 (stereo not given)
0,-1,i,-6,-0.8,2,0,-5,-26,2,COc1cc(NC(=O)C2=CC(c3ccco3)=NS(=O)(=O)N2C)cc(OC)c1OC
20,-14,i,78*,0.5,3,-1,12,11,2,Cc1ccc2cc(C)c3nnc(SCC(=O)NCc4ccco4)n3c2c1
25,1,i,-10,0.8,3,-1,-1,-2,3,COc1ccc(NC(=O)/C(N=Nc2cc(S(=O)(=O)Nc3ccc(OC)cc3)ccc2OC)=C(\C)O)cc1
2,20*,i,-8,-2.2,3,-2,-6,-2,-2,COc1ccc(-c2ccc(OC)c(OC)c2OC)c(OC)c1OC
1,-6,i,-10,1.6,-2,6,-10,0,2,Cc1cccc(OCCCn2c(=O)oc3ccccc32)c1
-1,11,i,2,-0.7,10,6,5,0,3,COc1ccc(C)cc1NC(=S)NNC(=O)c1ccccc1Cl
-4,4,i,-9,-0.1,2,8,-4,5,7,O=C(Cc1ccc(F)cc1)Nc1cccc(S(=O)(=O)N2CCCC2)c1
-3,9,i,-11,2.9,-5,-5,6,3,3,CCC1=Nc2cc(C(=O)NCC3CCCO3)ccc2Sc2ccc(Cl)cc21 (stereo not given)
1,5,i,-5,-0.4,-4,9,-6,10,2,Cc1ccc(-n2c3c(c(=O)[nH]c2=O)C(NS(=O)(=O)c2ccc(Cl)cc2)(C(F)(F)F)C(=O)N3)cc1 (stereo not given)

Screens deposited in PubChem BioAssay by Sanford-Burnham Center for Chemical Genomics.

No enrichment for hits (roughly 3.9% active in at least one column).
